Assay outcomes (PubChem BioAssay)
Shiga toxin inh = blocks Shiga toxin action in Vero cells. inhibition, % at 38.7 µM. 290,000 tested, 9.2% active. Vero cells, Shiga toxin protein synthesis inhibition reporter; in the data active = inhibition mostly above about 28%, no sharp cut-off; inactive = mostly below about 43%; also: 0% is about no effect
Pf growth 48h = P. falciparum growth inhibition at 48 hours (one generation); 310,000 tested, 5.9% active; Potency, µM (highest dose often 28.7 µM), inactives show at the highest dose activity change, negative = inhibition, hits mostly inhibitors; P. falciparum luciferase growth in erythrocytes, 48 h; also: potency is read from the fitted curve at half-maximal effect; % is scaled to controls: 0 for no effect and ±100 for the full control effect
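Compounds are pin-transferred into medium, infected erythrocytes (2% hematocrit, 0.1% parasitemia final) are added, and plates sit one parasite generation at 37 C in 5% CO2. Detection reagent is then added and luminescence measured.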
HCV inh = HCV inhibition; Huh7.5.1 HCVcc-Cre infection, luciferase reporter, 44 h; Potency, µM (top dose mostly 41.8 µM), inactives show at the top dose activity change, negative = inhibition, most hits filed as inhibitors; 340,000 tested, 3.4% active; AID 651820; also: potency is read from the fitted curve at half-maximal effect; % is scaled to controls: 0 for no effect and ±100 for the full control effect
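Antiviral activity was scored by luciferase reporter output from cells infected with HCVcc-Cre (~0.5 moi) in presence of compound, 44 h infection period, cells seeded 1,000/well 4 h prior.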
Cycloheximide cs = affects cycloheximide protein synthesis inhibition readout, counter-screen; cell reporter, cycloheximide protein synthesis inhibition counterscreen; max response, %; 300,000 tested, 12% active; AID 2314; in the data active = max response mostly above about 13%, no sharp cut-off; inactive = mostly below about 14%; also: read at 38.3 µM for the half of the compounds with a filed dose; 0% is about no effect
Pf growth 96h = P. falciparum growth inhibition at 96 hours; P. falciparum luciferase reporter growth, 96 h; Potency, µM (titrated, usually from 28.7 µM), for the others: at the highest dose activity change, negative = inhibition, hits mostly inhibitors; 320,000 tested, 6.9% active; AID 504834; also: potency is read from the fitted curve at half-maximal effect; % is scaled to controls: 0 for no effect and ±100 for the full control effect
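Plates of compound plus infected erythrocytes (2% hematocrit, 0.05% parasitemia final) incubate 96 hours, 37 C, 5% CO2. Detection reagent added; reduced luminescence from the parasites' luciferase reporter flags inhibition.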
Tb PYK inh = inhibitors of Trypanosoma brucei pyruvate kinase; Q57TT1; TbPYK enzyme, Kinase-Glo Plus ATP luminescence, 45 min; Potency, µM (top dose mostly 76.8 µM), inactives show top-dose activity, negative = inhibition, most hits filed as inhibitors; 410,000 tested, 0.12% active; AID 624173; also: potency is read from the fitted curve at half-maximal effect; % is scaled to controls: 0 for no effect and ±100 for the full control effect; nearly all actives have a fitted effect of over 50% in size
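ADP (130 uM final) triggers the TbPYK reaction after compound addition; incubation is 45 min at room temperature. Kinase-Glo Plus is then added and luminescence imaged. Normalized data are fitted to concentration-effect curves.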
LmPK inh = blocks Leishmania mexicana pyruvate kinase activity. Q27686. purified LmPK, Kinase-Glo ATP luminescence, 1 h. Potency, µM (highest dose often 57.5 µM), inactives show at the top dose activity change, negative = inhibition, most hits filed as inhibitors. 290,000 tested, 0.37% active; also: potency is read from the fitted curve at half-maximal effect; % is scaled to controls: 0 for no effect and ±100 for the full control effect
Target sequence (Q27686 whole entry, looked up): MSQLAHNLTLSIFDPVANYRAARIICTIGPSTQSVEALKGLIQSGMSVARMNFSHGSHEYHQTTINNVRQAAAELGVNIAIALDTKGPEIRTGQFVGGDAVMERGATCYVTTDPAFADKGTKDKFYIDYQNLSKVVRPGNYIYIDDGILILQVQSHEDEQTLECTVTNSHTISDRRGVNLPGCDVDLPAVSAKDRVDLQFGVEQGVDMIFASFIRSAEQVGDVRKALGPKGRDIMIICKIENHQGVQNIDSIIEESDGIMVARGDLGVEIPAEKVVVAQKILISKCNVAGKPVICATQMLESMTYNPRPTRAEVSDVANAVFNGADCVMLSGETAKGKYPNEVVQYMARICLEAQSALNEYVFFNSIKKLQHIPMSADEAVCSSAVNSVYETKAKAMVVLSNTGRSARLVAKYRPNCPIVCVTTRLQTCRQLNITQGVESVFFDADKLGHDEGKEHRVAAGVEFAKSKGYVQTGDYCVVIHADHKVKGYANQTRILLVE
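Purified LmPK (0.1 nM) converted ADP (0.1 mM) to ATP with PEP (0.5 mM) in imidazole buffer pH 7.2 with KCl and MgCl2, 1 h at room temperature. ATP was read by Kinase-Glo luminescence; data normalized to uninhibited and no-enzyme controls.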
* hit, by the source's call; ? = inconclusive; . = not tested or not shown; & = joins results of further samples; [ ] = remark or other dose. Unless noted, calls follow the shape of the dose curve; as a rule, active = well fitted curve in the direction sought with a large enough effect; inconclusive = small, poorly fitted or top-dose-only effect, or another doubt; inactive = no such curve, though single readings can be large; an effect the other way counts as inactive or inconclusive.

Start of the listing, in advance (4 entries):
SMILES	Shiga toxin inh	Pf growth 48h	HCV inh	Cycloheximide cs	Pf growth 96h	Tb PYK inh	LmPK inh
O=c1c(N2CCCCC2)coc2ccccc12	55	60%[activator]	12%	20*	34%[activator]	2%	-19%
COc1ccc(C(=O)Nc2ccc(Cl)cn2)cc1Cl	79*	84%[activator]	?	50*	96%[activator]	9%	-3%
CC(=O)c1ccc(CCCCCCCCCC(=O)O)s1	-11	20%	3%	-3	17%	3%	-8%
Cc1nc2ccccc2n1CCc1nc2c3ccccc3nc(=S)n2[nH]1	-14	.	-26%	-4	?	9%	-4%

All compounds of this part, from the start:
SMILES	Shiga toxin inh	Pf growth 48h	HCV inh	Cycloheximide cs	Pf growth 96h	Tb PYK inh	LmPK inh
O=c1c(N2CCCCC2)coc2ccccc12	55	60%[activator]	12%	20*	34%[activator]	2%	-19%
COc1ccc(C(=O)Nc2ccc(Cl)cn2)cc1Cl	79*	84%[activator]	?	50*	96%[activator]	9%	-3%
CC(=O)c1ccc(CCCCCCCCCC(=O)O)s1	-11	20%	3%	-3	17%	3%	-8%
Cc1nc2ccccc2n1CCc1nc2c3ccccc3nc(=S)n2[nH]1	-14	.	-26%	-4	?	9%	-4%
COc1ccc(C)cc1NC(=O)c1cc(-c2ccccc2)nc2c1cnn2C(C)C	.	4.7µM*	-27%	.	?	-15%	.
CCNC(=O)n1cc(-n2cncn2)c(-c2ccc(Cl)cc2)n1	19	?	-18%	-2	34%[activator]	-1%	1%
O=C(Nc1c2c(nn1-c1ccccc1)CS(=O)C2)c1ccc(S(=O)(=O)N2CCOCC2)cc1 (stereo unspecified)	28	-1%	12%	1	11%	2%	2%
O=C1C=C(/C=C/c2ccccc2)C[C@@H](c2ccc(F)cc2)C1	.	?	17%	.	?	4%	.
CCCOC1CCCN(C(=O)c2cc(COc3ccc(-n4cncn4)cc3)on2)C1 (stereo unspecified)	63*	?	?	38*	-17%	3%	0%
COc1cccc(OCc2cc(C(=O)N3CCNC(=O)C3Cc3ccccc3)no2)c1 (stereo unspecified)	74*	?	-8%	40*	14%	4%	0%
Cc1c(C(=O)N2CCOCC2)[nH]c2c1C(=O)CC(c1ccccc1Cl)C2 (stereo unspecified)	-7	?	?	1	-1%	4%	5%
Fc1ccc(-c2nnc(CN3CCN(c4ncc(C(F)(F)F)cc4Cl)CC3)o2)cc1	-11	-5%	?	0	.	-8%	-2%
COC(=O)c1[nH]c2ccc(C)cc2c1NC(=O)CN1CCc2cc(OC)c(OC)cc2C1	-16	?	10µM*	-3	?	-6%	2%
Cn1c(CNC(=O)CNS(=O)(=O)c2ccc(F)cc2F)cc(=O)n(C)c1=O	-6	7%	12%	-1	-8%	-2%	0%
CC(C)CNC(=O)COC(=O)c1cc(S(=O)(=O)N2CCCCC2)ccc1N1CCOCC1	-8	?	-5%	6	?	-1%	6%

Exported with values under each structure: three of the compounds above.
Values in the order – Shiga toxin inh	Pf growth 48h	HCV inh	Cycloheximide cs	Pf growth 96h	Tb PYK inh	LmPK inh
> COC(=O)c1[nH]c2ccc(C)cc2c1NC(=O)CN1CCc2cc(OC)c(OC)cc2C1
    -16	?	10µM*	-3	?	-6%	2%
> Cn1c(CNC(=O)CNS(=O)(=O)c2ccc(F)cc2F)cc(=O)n(C)c1=O
    -6	7%	12%	-1	-8%	-2%	0%
> CC(C)CNC(=O)COC(=O)c1cc(S(=O)(=O)N2CCCCC2)ccc1N1CCOCC1
    -8	?	-5%	6	?	-1%	6%

Further structures.
SMILES	Shiga toxin inh	Pf growth 48h	HCV inh	Cycloheximide cs	Pf growth 96h	Tb PYK inh	LmPK inh
Cc1cc(C)cc(Oc2coc3cc(O)ccc3c2=O)c1	.	21%	5%	5	?	-3%	3%
CC(=O)c1cccc(NC(=O)CC2Oc3ccc(C)cc3NC2=O)c1 (stereo unspecified)	-32	.	-7%	-15	16%	0%	7%
C/C(=N\Nc1ccc(F)cc1F)c1cccs1	64	20%	.	35*	12%	.	-9%
COc1cc(/C=N\NC(=O)CNC(=O)C2COc3ccccc3O2)ccc1O (stereo unspecified)	-8	2%	8%	1	24%	-13%	-2%
CC(=O)c1ccc(NC(=S)NC(=O)CC(C)C)cc1	27*	59%[activator]	4%	10	29%	1%	0%
COc1ccccc1N1CCN(/N=C/C(Cl)=C/c2ccccc2)CC1	81*	208%[activator]	?	33*	84%[activator]	0%	-14%
CCOc1ccc(N(CC(=O)Nc2ccccc2OCC)S(=O)(=O)c2c(C)noc2C)cc1	16	?	11µM*	-1	12µM*	2%	1%
CCCCNC(=S)N=Nc1c(O)[nH]c2ccccc12	118*	?	0%	16	9.3µM*	1%	5%
O=C(NC1CCS(=O)(=O)C1)c1ccc(S(=O)(=O)N2CCCC2)cc1 (stereo unspecified)	-9	15%	.	-2	?	-9%	2%
O=C(O)CNC(=O)C(Cc1ccccc1)NC(=O)OCc1ccccc1 (stereo unspecified)	4	1%	1%	-1	7%	-5%	6%
CCOC(=O)C1=C(O)CSC1=Nc1cccc(Cl)c1	-11	.	-1%	-3	?	-2%	15%
Cc1[nH]n(-c2ccccc2)c(=O)c1-c1ccccc1	-4	?	-8%	-3	-11%	2%	4%
CCOC(=O)c1c(NC(=O)CCl)sc(C(=O)N(CC)CC)c1C	-17	.	?	-3	9.3µM*	-7%	1%
Cc1ccc(N(CCC(=O)NC(C)(C)C)S(=O)(=O)c2ccc(C)cc2)cc1	-10	-28%	5%	1	1%	-3%	1%
O=C(c1ccccc1)N1CCN(Cc2ccccc2Br)CC1	-2	17%	0%	-3	?	10%	0%
CC[C@@H](C)C(NC(=O)OC(C)(C)C)c1cn([C@@H](CCCCNC(=O)OC(C)(C)C)C(=O)N2CCN(C(=O)OC(C)(C)C)CC2)nn1 (stereo partly specified)	14	?	-15%	1	4.1µM*	1%	4%
CC1(C)Cc2c(cnn2-c2ccccc2)C(NC(=O)c2ccc[n+]([O-])c2)C1 (stereo unspecified)	-22	5%	24%	9	9%	-6%	-7%
CC1(C)CC(NS(=O)(=O)c2ccc(F)cc2)CC(C)(C)N1	-6	43%[activator]	5%	-1	32%[activator]	-8%	1%
COc1ccc(CNC(=O)C2CCN(S(=O)(=O)N3CCC4(CC3)OCCO4)CC2)c(OC)c1	-7	16%	8%	-3	-16%	-2%	4%
CN(Cc1ccccc1F)C(=O)c1sccc1-c1ccccc1	-22	5%	1%	-5	?	7%	-9%
COc1cc(/C=C/C(=O)OCC(=O)Nc2cccc(Oc3ccccc3)c2)ccc1O	52*	?	-28%	10	?	-3%	4%
COc1ccc(-c2noc(CN3CCN(c4ccccc4)CC3)n2)cc1	4	.	-16%	1	?	-14%	9%
O=C(Cc1ccccc1)Nc1cccc(C(=O)N/N=C/c2ccco2)c1	24	-5%	-16%	0	0%	7%	3%
CCOC(=O)Cn1c(=O)oc2cc(S(=O)(=O)N3CCCC(C)C3)ccc21 (stereo unspecified)	11	-29%	16%	2	40%[activator]	-3%&-6%	11%
CCc1ccc(NC(=O)CSc2nc(=O)n(CCN(C)C)c3c2CCCC3)cc1	.	?	?	.	?	-5%	.
CCc1ccccc1-n1nnc(-c2ccccc2)n1	4	2%	-4%	0	49%[activator]	0%	-10%
COc1ccccc1NC(=O)C(=O)NCC1CCCN1S(=O)(=O)c1cccs1 (stereo unspecified)	.	19%	1%	.	-10%	-2%	.
CC1CCCCN1C(=O)CCn1c(=S)oc2ccccc21 (stereo unspecified)	9	10%	4%	17	?	-23%	0%
COCCNC(=S)NNc1cccc(C(=O)O)c1	66*	21%	10%	18	79%[activator]	-12%	1%[11.5 µM]
CC1(C(=O)O)CCC(C(=O)N2CCCCC2)C1(C)C (stereo unspecified)	-10	9%	8%	8	18%	-3%	-5%
Cn1nnnc1Sc1ccc([N+](=O)[O-])cc1Cl	17	?	-3%	-2	15%	1%	1%
CN1CCN(C(=O)/C=C/c2ccc3c(c2)OCO3)CC1	38	-6%	11%	26*	12%	-12%	3%
CC(NC(=O)Nc1nnc(C(F)(F)F)s1)N1C(=O)C2C3C=CC(C3)C2C1=O (stereo unspecified)	-5	10%	-16%	-3	0%	-1%	-3%
C[C@H]1CN=C(Nc2ccccc2)N1CCCC1CCCC1	-6	?	?	1	-6%	1%	-2%
COc1ccc2c(c1)C(=O)N(c1ccc(C)cc1C)C(=O)C2(C)C	-10	-2%	10%	-1	?	-1%	6%
Clc1ccc(Nc2ncnc3c2nnn3Cc2ccccc2)cc1	-13	-9%	3%	-4	-4%	0%	-1%
CCCCn1c(SCC(=O)OCC)nc2c(sc(=S)n2-c2ccccc2OC)c1=O	-3	?	4%	-1	20%	-2%	-1%
Cc1cccc2cc(C#N)c(SCC(=O)N3CC(=O)Nc4ccccc43)nc12	-17	?	?	4	21%	-10%	1%
CCOC(=O)C1(CCc2ccccc2)CCN(Cc2ccc(O)cc2)CC1	-9	?	?	-7	5%	2%	3%
CCn1c(=O)c2c(O)cc(=O)oc2c2ccccc21	-22	5%	5%	1	-2%	7%	1%
c1ccc(CCc2nc(-c3ccncc3)no2)cc1	60*	28%	-10%	30*	.	0%	-10%
CCCC(=O)NC(=S)Nc1cccc(Cl)c1N1CCCC1	20	?	-25%	-1	-17%	1%	1%
CC12CC(NC(=O)N1c1ccc(C(=O)N3CCN(c4ccc(F)cc4)CC3)cc1)c1ccccc1O2 (stereo unspecified)	-15	?	-12%	2	.	4%	-4%
CN1C(=O)NC(c2ccccc2)(C(F)(F)F)S/C1=C(/C#N)c1nnc(N2CCOCC2)n1-c1ccccc1 (stereo unspecified)	-10	9%	3%	-2	4%	-16%	2%
COc1ccc2c(c1)c(C(=O)N/N=C/c1cn(C)c3ccccc13)c(C)n2C	-14	-20%	-23%	0	-10%	-17%	11%
COc1cc2c(cc1OC)CN(C(=O)c1ccc(OC)c(S(=O)(=O)N3CCOCC3)c1)CC2	38	?	-7%	24*	.	-14%	4%
CCOC(=O)Nc1ccc(OCc2nnc3c4ccccc4c(C)nn23)cc1	-11	?	-11%	-2	9%	3%	-1%
